Screening data as filed in PubChem BioAssay.
Pol iota inh: inhibitors of human DNA polymerase iota | Q9UNA4 | Potency, µM (titrated, usually from 115 µM), for inactives: at the top dose activity, negative = inhibition, most hits filed as inhibitors | Pol iota fluorescent replication assay, 10 min | hit rate 1% among 390,000
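Fluorescent replication assay read twice, at 0 min and 10 min after adding 50 nM (final) substrate. Enzyme (10 nM) and compounds were first incubated 15 min at room temperature; enzyme-free buffer wells were negative controls.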
G9a block: G9a (human) methyltransferase inhibition; AID 504332; Potency, µM (highest dose often 102 µM), for inactives: at the highest dose activity, negative = inhibition, hits mostly inhibitors; Q96KQ7; G9a H3K9 monomethylation, AlphaScreen, 2 h; hit rate 8.8% among 350,000; also: % is scaled to controls: 0 for no effect and ±100 for the full control effect; nearly all actives have a fitted effect of over 75% in size
Target sequence (Q96KQ7 913-1193 limits assumed): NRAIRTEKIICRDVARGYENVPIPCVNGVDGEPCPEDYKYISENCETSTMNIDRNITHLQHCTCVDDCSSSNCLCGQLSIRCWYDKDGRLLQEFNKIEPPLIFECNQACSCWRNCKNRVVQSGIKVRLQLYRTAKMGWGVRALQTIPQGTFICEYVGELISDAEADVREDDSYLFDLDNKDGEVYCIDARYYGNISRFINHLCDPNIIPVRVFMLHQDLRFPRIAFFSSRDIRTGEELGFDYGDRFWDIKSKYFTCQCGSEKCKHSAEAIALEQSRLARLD
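Chemiluminescent proximity detection of H3K9 monomethylation, read after 10 min bead incubation in the dark. Reaction: 20 nM G9a, 500 nM biotin-H3K9 peptide, 20 uM SAM cofactor, 2 h, room temperature, following 15 min enzyme-compound preincubation.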
GLS inh: glutaminase GLS (human) inhibition; O94925; GLS enzymatic activity, qHTS titration; Potency, µM (titrated, usually from 45.5 µM), inactives show top-dose activity change, negative = inhibition, actives largely listed as inhibitors; hit rate 0.21% among 410,000; also: % is scaled to controls: 0 for no effect and ±100 for the full control effect
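Coupled fluorescence readout: glutamate oxidase/HRP/Amplex Red detect glutamate formed by hKGA from L-glutamine (1 mM solution added). Buffer 45 mM KH2PO4 pH 8.2, 0.02% Tween-20; reads at t0 and 30 min RT.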
BAZ2B inh: blocks human BAZ2B; Q9UIF8; AlphaScreen BAZ2B-H3K14Ac peptide displacement; Potency, µM (doses to about 114 µM), for inactives: at the top dose activity change, negative = inhibition, usual class: inhibitors; hit rate 4.4% among 360,000; AID 504333; also: % is scaled to controls: 0 for no effect and ±100 for the full control effect; nearly all actives have a fitted effect of over 60% in size
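Compounds, titrated to a top concentration of 110 uM, were incubated 30 min at room temperature with preformed BAZ2B/acetyl-K14 H3 peptide complex (50 nM each). Proximity signal was measured by AlphaScreen after 20 min with beads.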
HP1b binding inh: blocks HP1-beta chromodomain binding to methylated histone tails | AlphaScreen HP1-beta / biotin-H3K9me3 peptide binding | Potency, µM (highest dose often 114 µM), for the others: at the highest dose activity change, negative = inhibition, actives largely listed as inhibitors | hit rate 0.56% among 390,000; also: nearly all actives have a fitted effect of over 70% in size; inactives centre near 23
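AlphaScreen: HP1-beta (50 nM) preformed 30 min with biotin-H3(1-18)K9me3 peptide (50 nM) in PBS pH 7.4, 0.01% Tween-20. Compound added for 30 min at RT, then streptavidin donor/nickel chelate acceptor beads (10 ug/mL) for 30 min.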
JMJD2A Tudor inh: JMJD2A Tudor domain (human) inhibition; O75164; AlphaScreen JMJD2A-Tudor / H3K4me3 peptide binding; Potency, µM (highest dose often 114 µM), for inactives: top-dose activity change, negative = inhibition, most hits filed as inhibitors; hit rate 4.4% among 390,000; AID 504339; also: % is scaled to controls: 0 for no effect and ±100 for the full control effect; nearly all actives have a fitted effect of over 50% in size
Pin1 inhibitor: human Pin1 inhibition; hit rate 0.009% among 390,000; Potency, µM (series often up to 115 µM), without a hit: top-dose activity, negative = inhibition, usual class: inhibitors; AID 504891; Pin1 FP peptide displacement, HiFluor488, 10 min; Q13526; active = well fitted inhibition curve with a large enough effect in the polarisation, with a control signal flat, not every such curve was filed as active; inconclusive = small, poorly fitted or top-dose-only effect, or effect the other way, or a change in a side signal; inactive = no such curve, though single readings can be large or run the other way; the % refers to the polarisation; also: % is scaled to controls: 0 for no effect and ±100 for the full control effect
Target sequence (Q13526 whole entry, looked up): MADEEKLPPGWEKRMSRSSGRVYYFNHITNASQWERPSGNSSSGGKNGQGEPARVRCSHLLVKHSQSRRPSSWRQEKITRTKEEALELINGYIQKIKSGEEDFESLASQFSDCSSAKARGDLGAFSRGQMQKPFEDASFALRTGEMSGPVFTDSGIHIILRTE
Tb PGK inh: blocks T. brucei phosphoglycerate kinase. P07378. PGK/GAPDH coupled, Kinase-Glo luminescence, 60 min. Potency, µM (top dose mostly 57.5 µM), for the others: at the highest dose activity change, negative = inhibition, most hits filed as inhibitors. hit rate 0.043% among 380,000. AID 602233; also: % is scaled to controls: 0 for no effect and ±100 for the full control effect; nearly all actives have a fitted effect of over 60% in size
Target sequence (P07378 whole entry, looked up): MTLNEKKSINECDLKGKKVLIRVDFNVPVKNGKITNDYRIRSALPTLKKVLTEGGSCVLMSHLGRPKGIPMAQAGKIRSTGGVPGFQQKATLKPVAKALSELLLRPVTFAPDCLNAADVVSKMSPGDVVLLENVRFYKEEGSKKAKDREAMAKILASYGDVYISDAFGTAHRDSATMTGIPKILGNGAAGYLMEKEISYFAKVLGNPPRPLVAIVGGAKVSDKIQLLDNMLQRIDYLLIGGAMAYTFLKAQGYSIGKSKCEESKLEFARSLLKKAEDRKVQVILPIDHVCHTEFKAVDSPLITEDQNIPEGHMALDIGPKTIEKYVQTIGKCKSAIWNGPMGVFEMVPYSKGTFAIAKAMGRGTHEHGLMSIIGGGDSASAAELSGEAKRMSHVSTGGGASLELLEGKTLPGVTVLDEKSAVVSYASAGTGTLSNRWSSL
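Recombinant glycosomal PGK reaction used 1,3-bisphosphoglycerate generated in-well by GAPDH (100nM final) in 100mM TEA pH 7.6, 5mM MgCl2, 0.01% Tween-20. After 60 minutes at room temperature, ATP was read by Kinase-Glo Plus luminescence end-point.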
BLM inh: blocks DNA unwinding by human BLM helicase; Potency, µM (top dose mostly 56.1 µM), inactives show top-dose activity change, negative = inhibition, actives largely listed as inhibitors; recombinant BLM DNA unwinding, fluorescence dequenching; AID 2528; hit rate 0.2% among 350,000; P54132;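 also: plate controls were vehicle for no effect and no enzyme for full effect; nearly all actives have a fitted effect of over 35% in size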
* = called active by the depositor; i = inactive; ? = inconclusive; / = no result given; & = joins results of further samples; [ ] = dose if it differs, or a comment. Unless noted, calls follow the shape of the dose curve; as a rule, active = well fitted curve in the direction sought with a large enough effect; inconclusive = small, poorly fitted or top-dose-only effect, or another doubt; inactive = no such curve, though single readings can be large; an effect the other way counts as inactive or inconclusive. Potency is read from the fitted curve at half-maximal effect. Only part of the results is shown; rates above refer to the full screens.

Pol iota inh,G9a block,GLS inh,BAZ2B inh,structure,HP1b binding inh,JMJD2A Tudor inh,Pin1 inhibitor,Tb PGK inh,BLM inh
-5.7%,10µM*,3.1%,?,COc1cccc(/C(C#N)=C/c2c(-c3ccc(Cl)cc3)nc3c(C)cccn23)c1,?,?,-3.9%,-7.6%,-8.9%
1.3%,4.2%,-2.8%,-3.3%,O=C(NN1C(=O)c2ccccc2C1=O)C1CCCCC1,10.3%,7.6%,-8.1%,i,-2.9%
?,11.2µM*,-1.8%,56.2µM*,NS(=O)(=O)c1ccc(-c2ccc(/C=C3\C(=O)Nc4cc(Cl)ccc43)o2)cc1,10.4%,-29.7%,?,-3.0%,-7.7%
-12.2%,/,8.0%,-9.9%,COc1ccccc1-n1c(C)nc2cc(C(=O)NCC3CCCO3)ccc21 (stereo unspecified),32.6%,-11.3%,-4.1%,-13.2%,-1.3%
6.7%,56.2µM*,4.4%,-18.5%,CN1CCCN(S(=O)(=O)c2cccc(C#N)c2)CC1,48.2%[activator],-8.1%,-0.5%,/,-1.7%
13.8%,/,-6.5%,/,Cc1ccc(-n2ncc3c2CCCC3NC(=O)CCn2ccnc2C)cc1C (stereo unspecified),31.4%,-12.4%,-0.5%,-4.7%,/
3.5%,/,13.8%,/,C[C@H]1CN([C@@H](C)CO)C(=O)Cc2cc(NC(=O)CCN3CCOCC3)ccc2O[C@@H]1CN(C)Cc1ccc(Oc2ccccc2)cc1,-18.1%,44.7µM*,15.5%,0.6%,/
12.8%,-22.6%,-23.1%,8.5%,CC(NC(=O)CSC(=S)N1CCCC1)c1ccc(S(N)(=O)=O)cc1 (stereo unspecified),23.6%,-10.8%,-2.1%,-8.1%,/
15.7%,2.1%[12.7 µM],-0.3%,-23.1%,O=C(Nc1ccc2c(c1)OCO2)OCc1ccccc1,18.3%,-15.1%,-9.8%,-11.0%,-5.0%
39.6%[activator],-44.0%,2.8%,-3.9%,COCCNC(=O)/C(C#N)=C/c1nc(N(C)C)n(-c2ccc(F)cc2)c1Cl,25.7%,-2.1%,18.4%,9.0%,-5.9%
?,1.78µM*,-2.9%,-7.7%,C=CCSc1nnc(NC(=O)CSc2nc3ccccc3[nH]2)s1,26.8%,0.6%,5.4%,-1.7%,-4.5%
108.0%[activator],-0.5%,0.7%,-2.8%,CC(C)[C@H](NC(=O)c1ccco1)C(=O)OCC(=O)Nc1ccccc1OC(F)F,18.6%,-10.0%,-2.1%,-8.6%,-2.0%
54.0%[activator],29.1%[59 µM],21.1%,-19.9%,Cc1ccc(N(CC(=O)NCC2CCCO2)C(=O)CCC(=O)Nc2ccccn2)cc1 (stereo unspecified),-11.3%,-12.4%,12.1%,11.2%,-1.8%
-5.2%,-12.4%[59 µM],19.6%,-38.0%,COc1ccccc1/C=C1\NC(=S)N(CC2CCCO2)C1=O (stereo unspecified),-4.2%,-24.2%,0.8%,7.9%,-5.2%
-4.7%,?,-5.7%,-18.5%,Cn1c(=NC(=O)c2ccco2)sc2cccc(F)c21,24.2%,-18.1%,13.3%,-4.2%,-5.0%
29.5%,-20.7%,3.8%,-25.5%,CCc1ccc(C(=O)C[n+]2cccc3cc(OC)ccc32)cc1,23.3%,-17.9%,?,-4.2%,2.0%
29.0%,/,0.3%,10.1%,COc1ccc(-c2nnc(SCC(=O)O)n2C)cc1OC,43.3%[activator],-0.7%,3.9%,8.4%,-1.0%
11.4%,/,14.7%,/,O=[N+]([O-])c1ccc(COc2cccc(CN3CCCC3)c2)cc1,28.7%,-28.1%,1.3%,i,/
25.8%,-22.7%[59 µM],4.3%,-25.9%,COC(=O)c1ccc(NC(=O)CSc2cn(CC(=O)N3CCCCCC3)c3ccccc23)cc1,28.0%,-13.2%,5.5%,i,-1.8%
20.7%,-35.0%[59 µM],-6.4%,2.6%,COc1ccc(NC(=O)C2=C(C)Nc3nc(SCc4ccccc4C)nn3C2c2ccc(Br)cc2)cc1 (stereo unspecified),4.4%,-17.1%,-1.9%,i,-4.0%
-2.4%,-7.3%[59 µM],8.3%,1.6%,O=C(NCCCn1ccnc1)C(Cc1ccc([N+](=O)[O-])cc1)N1C(=O)c2ccccc2C1=O (stereo unspecified),13.8%,-15.8%,0.1%,-1.2%,4.6%
-5.3%,2.4%[59 µM],3.7%,-13.8%,COc1ccc2[nH]c(=O)c(CN(Cc3ccccc3)Cc3nnnn3CC3CCCO3)cc2c1 (stereo unspecified),18.8%,-20.2%,-2.5%,-8.8%[11.5 µM],1.3%
-7.6%,/,10.5%,/,C=CCC[C@@H](Cc1ccc(F)cc1)C(=O)OC[C@H](Cc1c[nH]c2ccccc12)NC(=O)[C@@H](CC=C)CC(=O)N[C@H](CO)Cc1ccccc1,11.5%,-14.6%,-0.8%,2.7%,/
39.4%[activator],?,1.5%,?,CCCCC1=CC2=C(c3ccco3)C(=O)C(C)(OC(=O)c3ccc(OC)cc3)C(=O)C2=CN1C1CCCCC1 (stereo unspecified),-20.4%,?,-10.6%,-2.4%,-9.9%[12.4 µM]
11.7%,44.7µM*,-0.5%,2.9%,CC1CCCN(C(=O)CCCn2c(=S)[nH]c3ccccc3c2=O)C1 (stereo unspecified),29.6%,-14.9%,-8.3%,-8.0%,-0.8%
-4.4%,-2.3%[59 µM],13.1%,-6.8%,Cc1cc(-c2nc3ccccc3s2)ccc1NC(=O)c1cc(Cl)ccc1Cl,23.8%,4.1%,3.3%,-2.3%,-1.1%
20.7%&8.6%,-2.3%,-2.3%,8.5%,O=C(NC1CCCC1)c1cc(-c2cccs2)on1,15.3%,3.2%,2.5%,-4.6%,-4.6%
0.6%,25.9%[12.7 µM],?,11.4%,O=C(Nc1ccc(Cl)cc1)C1CC=CCC1C(=O)OCC(F)(F)C(F)F (stereo unspecified),26.6%,9.8%,-4.7%,2.4%,-5.1%
-11.5%,-46.6%,-2.3%,-4.4%,COc1cc(O)sc1C=Nc1ccc(Cl)cc1Cl,30.8%,-13.7%,-0.5%,-1.4%,-6.8%
-5.2%,-1.6%[59 µM],10.7%,-19.6%,OCCCNc1nc(-c2ccc(Cl)cc2)nnc1-c1ccccc1,42.4%,0.4%[57.1 µM],-0.4%,-4.3%,-4.5%
-7.5%,209.7%[activator],-17.4%,153.2%[activator],COc1ccc(-c2noc(CCCOc3ccc(Cl)cc3Cl)n2)cc1,298.6%[activator],-5.3%[11.4 µM],16.1%,-0.3%,-11.3%
4.3%,44.7µM*,28.1%,-37.1%,COc1ccc(N2C(=O)/C(=C3/C=CC=CN3C)SC2=S)cc1,-24.3%,-29.8%,13.1%,-9.4%,-2.4%
147.4%[activator],?,1.0%,-5.2%,COc1cc(OC)nc(S(C)(=O)=O)n1,48.1%[activator],3.1%,-4.3%,0.8%,3.7%
-11.0%,6.4%[59 µM],-6.0%,-1.8%,O=C(NCc1cccs1)c1ccc2c(=O)n3nc(Nc4ccccc4)sc3nc2c1,56.3%[activator],?,?,1.3%,-26.6%
26.0%,46.4%[59 µM],-1.9%,2.5%,Cc1ccc(S(=O)(=O)N2CCOCC2)cc1C(=O)Nc1nc2ccccc2[nH]1,22.0%,-8.3%,-1.6%,-3.8%,-3.5%
14.9%,-36.6%,6.6%,-25.2%,O=C(Nc1ccccc1O)/C(=C\c1ccccc1)NC(=O)c1ccccc1,22.4%,-6.9%,-7.8%,-1.5%,-2.2%
5.1%,/,-0.8%,?,COC(=O)CC1=C(C(=O)OC)C(c2ccc3c(c2)OCO3)C(C#N)=C(N)O1 (stereo unspecified),-14.1%,-25.1%,-1.3%,i,0.4%
11.7%,?,15.5%,-8.5%,Cc1cc2c(cc1C)NC(c1c(C)n(C)n(-c3ccccc3)c1=O)C1=C(CC(C)(C)CC1=O)N2 (stereo unspecified),40.2%,-26.3%,?,-8.0%,-1.6%
-17.0%,6.1%,-6.7%,6.3%,CC(Nc1ncnc2nc[nH]c12)c1ccccc1 (stereo unspecified),25.7%,-4.8%,0.3%,-1.3%,-2.7%
18.0%,2.1%[59 µM],21.6%,2.6%,CCOC(=O)c1c(C)[nH]c(NC(=O)Nc2c(C)n(C)n(-c3ccccc3)c2=O)c1C,22.0%,-12.9%,?,/,-3.6%
-5.8%,?,0.0%,-20.9%,Cc1ccc(S(=O)(=O)N(CC(=O)Nc2ccccc2C(=O)O)c2ccccc2C)cc1,41.1%[activator],-7.0%,1.6%,i,-2.6%
7.8%,-7.3%[59 µM],-0.4%,-2.3%,O=C(Nc1ccc(Cl)cc1)N1CCC(CN2CCCC2)CC1,11.5%,-18.8%,-12.2%,-8.0%,2.2%

Three of the entries above in order of their number in G9a block, lowest first.
Pol iota inh,G9a block,GLS inh,BAZ2B inh,structure,HP1b binding inh,JMJD2A Tudor inh,Pin1 inhibitor,Tb PGK inh,BLM inh
?,1.78µM*,-2.9%,-7.7%,C=CCSc1nnc(NC(=O)CSc2nc3ccccc3[nH]2)s1,26.8%,0.6%,5.4%,-1.7%,-4.5%
11.7%,44.7µM*,-0.5%,2.9%,CC1CCCN(C(=O)CCCn2c(=S)[nH]c3ccccc3c2=O)C1 (stereo unspecified),29.6%,-14.9%,-8.3%,-8.0%,-0.8%
6.7%,56.2µM*,4.4%,-18.5%,CN1CCCN(S(=O)(=O)c2cccc(C#N)c2)CC1,48.2%[activator],-8.1%,-0.5%,/,-1.7%
